IL1B secr inh: inflammasome signaling inhibition, IL-1 beta readout; THP-1 LPS/ATP IL-1B secretion, AlphaLISA, 16 h; stronger effect = lower value; AID 743279; activity change, % at 57.5 µM; 360,000 compounds, 4.7% hits; in the data active = activity change below about -50%; inconclusive = mostly about -30% to -49%; also: % is scaled to controls: 0 for no effect and ±100 for the full control effect
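THP-1 cells pretreated 1 hr with compounds (up to 57.5 uM final), then stimulated with LPS (250 ng/mL final) plus ATP (1.25 mM final); secreted IL-1B measured by AlphaLISA after 16 hr, decreased signal indicating inhibition.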
HT1080NT lethal: kills 2HG-producing HT-1080-NT fibrosarcoma cells. HT-1080-NT fibrosarcoma viability, CellTiter-Glo ATP luminescence, 48 h. AID 686970. 360,000 compounds, 1.6% hits. Potency, µM (highest dose often 46.1 µM), for inactives: at the highest dose activity, negative = less viability, hits mostly cytotoxic;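 also: NT is the 2HG producing partner of a matched IDH1 knockdown line; potency is read from the fitted curve at half-maximal effect; 0% = DMSO-treated cells and -100% = media-only wells without cells; nearly all actives have a fitted effect of over 55% in size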
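750 cells/well, RPMI + 5% FBS; 2 h settle, compound pin-transfer, 48 h at 37 degrees C. CellTiter-Glo 10 min RT, luminescence. Normalized to DMSO and media-only wells.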
WRN helicase inh: blocks human WRN helicase. WRN helicase unwinding, fluorescent forked duplex, kinetic. Potency, µM (doses to about 114 µM), for inactives: top-dose activity change, negative = inhibition, actives largely listed as inhibitors. 360,000 compounds, 0.46% hits; also: potency is read from the fitted curve at half-maximal effect; % is scaled to controls: 0 for no effect and ±100 for the full control effect; nearly all actives have a fitted effect of over 55% in size
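Enzyme (20 nM final) and test compound sit together 15 min at room temperature before substrate addition. Substrate is a single-forked duplex oligonucleotide (100 nM) labelled with fluorophore and quencher, with 2 mM ATP; helicase unwinding raises red fluorescence, read kinetically.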
KB-3-1 cytotox: KB-3-1 parental cell cytotoxicity | KB-3-1 viability, CellTiter-Glo ATP luminescence, 72 h | Potency, µM (highest dose often 46.1 µM), inactives show at the highest dose activity change, negative = cytotoxic, most hits filed as cytotoxic | 400,000 compounds, 1.4% hits | AID 1347075; also: potency is read from the fitted curve at half-maximal effect; % is scaled to controls: 0 for no effect and ±100 for the full control effect; nearly all actives have a fitted effect of over 60% in size
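72 h, 37 °C compound treatment of KB-3-1 parental cells; CellTiter-Glo added, 10 min, luminescence read. Data corrected against DMSO-only plates and normalized before curve fitting.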
KB-V1 MDR tox: kills drug-selected multidrug resistant KB-V1 cells; KB-V1 MDR cells viability, CellTiter-Glo, 72 h; 400,000 compounds, 3.4% hits; Potency, µM (titrated, usually from 46.1 µM), for the others: top-dose activity change, negative = cytotoxicity, actives largely listed as cytotoxic; also: potency is read from the fitted curve at half-maximal effect; % is scaled to controls: 0 for no effect and ±100 for the full control effect; nearly all actives have a fitted effect of over 60% in size
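KB-V1, DMEM (no phenol red) + 10% FBS; cpd pin-transferred, titration series; 72 h, 37 degrees C; CellTiter-Glo, luminescence. Data normalized, curve-fit.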
ATXN2 expr inh: ATXN2 expression inhibition; 360,000 compounds, 0.72% hits; AID 1745845; Potency, µM (doses to about 57 µM), for the others: at the top dose activity change, negative = inhibition, hits mostly inhibitors; HEK-293 ATXN2-luciferase reporter, luminescence, 24 h; also: potency is read from the fitted curve at half-maximal effect; % is scaled to controls: 0 for no effect and ±100 for the full control effect; nearly all actives have a fitted effect of over 55% in size
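ATXN2-luciferase reporter cells (luciferase flanked by upstream and downstream ATXN2 gene portions) were treated 24 h at 37 °C with compounds at up to 57 uM. SteadyGlo luminescence gave expression; GF-AFC fluorescence gave viability.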
MCF10A rerep: DNA re-replication induction in MCF 10a cells | MCF 10A DNA re-replication, Hoechst nuclear intensity, 48 h | Potency, µM (series often up to 46.1 µM), for the others: at the highest dose activity, positive = re-replication, usual class: activators | 350,000 compounds, 2.9% hits | AID 624296; also: potency is read from the fitted curve at half-maximal effect; % of control where 0% means no effect; nearly all actives have a fitted effect of over 50% in size
HT1080 IDH1KD tx: HT-1080 IDH1 knockdown cell toxicity (counter line). Potency, µM (highest dose often 46.1 µM), inactives show at the top dose activity, negative = toxicity, usual class: cytotoxic. HT-1080 IDH1 knockdown viability, ATP luminescence, 48 h. 360,000 compounds, 2% hits;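 also: potency is read from the fitted curve at half-maximal effect; 0% = DMSO wells and -100% = cell-free medium wells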
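Cytotoxicity counter-line: IDH1KD HT-1080, 48 h, CellTiter-Glo. Curves classed by r2, magnitude and activity.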
SW480 rerep: inducers of DNA re-replication in SW480 colon cancer cells. 340,000 compounds, 1.8% hits. SW480 DNA re-replication, Hoechst DNA content imaging, 48 h. Potency, µM (titrated, usually from 46.1 µM), without a hit: at the top dose re-replication activation, usual class: activators; also: potency is read from the fitted curve at half-maximal effect; % of control where 0% means no effect; nearly all actives have a fitted effect of over 55% in size
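Quantitative HTS format with DMSO vehicle controls; 48 hr drug incubation at 37 C, then 40 min Hoechst staining and scanning imager measurement at 405 nm excitation.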
Starred values were filed as active, the others as inactive; ? = inconclusive; nt = not tested or not shown; [ ] = another dose, or the depositor's remark. Unless noted, calls follow the shape of the dose curve; as a rule, active = well fitted curve in the direction sought with a large enough effect; inconclusive = small, poorly fitted or top-dose-only effect, or another doubt; inactive = no such curve, though single readings can be large; an effect the other way counts as inactive or inconclusive.

Short forms: A = IL1B secr inh; B = HT1080NT lethal; C = WRN helicase inh; D = KB-3-1 cytotox; E = KB-V1 MDR tox; F = ATXN2 expr inh; G = MCF10A rerep; H = HT1080 IDH1KD tx; I = SW480 rerep
> CC(=O)N1c2ccc(S(=O)(=O)N3CCC(C(=O)Nc4cccc(C)n4)CC3)cc2CC1C (stereo not drawn)
  A = 7	B = -6%	C = -11%	D = ?	E = -10%	F = ?	G = -1%	H = -27%	I = 0%

> COc1ccc(S(=O)(=O)N2CCCCC2)cc1NC(=O)C1CC1
  A = 0	B = 4%[9.24 µM]	C = -3%	D = ?	E = 0%	F = 0%	G = -3%	H = 3%	I = 3%

> CCOC(=O)C1CCN(CC(O)COc2ccc(S(=O)(=O)N3CCCC3)cc2[N+](=O)[O-])CC1 (stereo not drawn)
  A = 23	B = -14%	C = 5%	D = -8%	E = ?	F = -10%	G = -3%	H = -3%	I = -3%

> CS(=O)(=O)N(CC(=O)Nc1ccc2c(c1)OCO2)c1ccc(Cl)cc1
  A = -14	B = -3%	C = -9%	D = -4%	E = 23µM*	F = 19%	G = 8%	H = -1%	I = -4%

> CCc1nnc(NC(=O)C2CC(=O)N(c3ccc(C)cc3)C2)s1 (stereo not drawn)
  A = 10	B = -1%	C = -1%	D = 10%	E = -20%	F = 0%	G = 21%	H = 3%	I = -7%

> CCOC(=O)/C=C/C(=O)Nc1ccc(S(=O)(=O)Nc2cc(OC)nc(OC)n2)cc1
  A = 15	B = 5%	C = -4%	D = -1%	E = 13%	F = nt	G = nt	H = 4%	I = nt

> COc1ccc(/C=C2\SC(=N)N(c3ccc(F)cc3)C2=O)cc1
  A = -16	B = 14%	C = -7%	D = -1%	E = -21%	F = 3%	G = -3%	H = 23%	I = 0%

> CN(CC(=O)NCc1ccc(F)cc1)S(=O)(=O)c1ccc(Br)s1
  A = -3	B = 4%	C = 9%[57.1 µM]	D = -1%	E = -2%	F = -4%	G = -7%	H = -7%	I = 0%

> Cc1ccc(S(=O)(=O)c2c(C)cc(C)[nH]c2=O)c(C)c1
  A = -9	B = 13%	C = -1%	D = -6%	E = -17%	F = nt	G = -4%	H = 0%	I = -1%

> O=C(OC(C(=O)NCc1cccs1)c1ccccn1)c1cccs1 (stereo not drawn)
  A = 4	B = -2%	C = -4%	D = 9%	E = 2%	F = -10%	G = -10%	H = -1%	I = -13%

Three compounds already listed, ordered by the value under IL1B secr inh, largest number first:
mol | IL1B secr inh | WRN helicase inh | SW480 rerep
COc1ccc(S(=O)(=O)N2CCCCC2)cc1NC(=O)C1CC1 | 0 | -3% | 3%
Cc1ccc(S(=O)(=O)c2c(C)cc(C)[nH]c2=O)c(C)c1 | -9 | -1% | -1%
COc1ccc(/C=C2\SC(=N)N(c3ccc(F)cc3)C2=O)cc1 | -16 | -7% | 0%

(list continues)
Short forms: A = IL1B secr inh; B = HT1080NT lethal; C = WRN helicase inh; D = KB-3-1 cytotox; E = KB-V1 MDR tox; F = ATXN2 expr inh; G = MCF10A rerep; H = HT1080 IDH1KD tx; I = SW480 rerep
> COCCCNC(=O)CN(c1cc(C(F)(F)F)ccc1Cl)S(C)(=O)=O
  A = 6	B = 17%	C = -3%	D = 6%	E = -1%	F = 0%	G = -2%	H = 26%	I = -6%

> COc1ccccc1C(=O)CSc1cccc[n+]1[O-]
  A = -10	B = 15%	C = 1%	D = -10%	E = 10%	F = -7%	G = -2%	H = 18%	I = -7%

> CN(C)C(=O)CNC(=O)C1CCCCC1
  A = -20	B = 12%	C = -3%	D = -6%	E = 1%	F = 2%	G = -1%	H = 15%	I = -4%[9.22 µM]

> O=C(CN1CCN(C(=O)C2CCCO2)CC1)Nc1cc(Cl)ccc1Cl (stereo not drawn)
  A = 18	B = -8%	C = 2%	D = 2%	E = -14%	F = -7%	G = -6%	H = -6%	I = -10%

> C/C(=N\NC(=O)c1ccc2c(c1)OCO2)c1cccnc1
  A = 18	B = -16%	C = 2%	D = 7%	E = 14%	F = 11%	G = -10%	H = ?	I = -5%

> CCOCCn1c(N2CCCC2)nc2c1c(=O)[nH]c(=O)n2C
  A = -8	B = -1%	C = 9%	D = -1%	E = -7%	F = nt	G = 13%	H = -4%	I = 0%

> NC(=O)COc1ccccc1/C=C1/SC(=O)N(CC(=O)N2CCc3ccccc3C2)C1=O
  A = -19	B = 0%	C = -12%	D = 18%	E = 15µM*	F = -11%	G = 7%	H = -16%	I = -1%

> CCNC(=O)N1c2ccc(OC)cc2C(C)=CC1(C)C
  A = 7	B = 0%	C = 2%	D = ?	E = -22%	F = 2%	G = ?	H = 0%	I = -1%

> Cc1nc2ccccc2n1CC(=O)OCC(=O)NC1CC1
  A = -10	B = 17%	C = 9%	D = 1%	E = 1%	F = -5%	G = -6%	H = 15%	I = -2%

> CC(=O)CC1N(S(=O)(=O)c2ccc(C)cc2)c2ccccc2N1S(=O)(=O)c1ccc(C)cc1
  A = 0	B = 11%	C = 7%	D = -23%	E = ?	F = nt	G = nt	H = 7%	I = nt

> CCOC(=O)C(Cc1ccccc1)NC(C)=O (stereo not drawn)
  A = -13	B = -2%	C = 7%	D = -10%	E = 3%	F = -15%	G = -1%	H = 0%	I = -5%

> COc1ccc(/C=C(\C#N)C(=O)Nc2cccnc2)cc1
  A = -4	B = ?	C = 3%	D = 3%	E = 12%	F = -7%	G = 11%	H = 9%	I = -2%

> CCCCCCC(=O)Nc1nc(C)c(-c2csc(Nc3cc(OC)ccc3OC)n2)s1
  A = -3	B = -10%	C = -1%	D = 0%	E = 7%	F = -6%	G = -22%	H = -29%	I = 5%

> COc1ccccc1NC(=O)NCc1nc(-c2ccc(C(F)(F)F)cc2)no1
  A = nt	B = -18%	C = 2%	D = -3%	E = -10%	F = 8%	G = -5%	H = -13%	I = 1%

> Cc1cc2cc(CNC(=O)c3ccc(S(=O)(=O)N4CCOCC4)cc3)ccc2[nH]1
  A = -12	B = 0%	C = -7%	D = 2%	E = -13%	F = 8%	G = -1%	H = -1%	I = 3%

> O=C(NCCN1CCOCC1)c1cccc(S(=O)(=O)N(Cc2ccccc2)c2ccccc2)c1
  A = 5	B = 0%	C = 4%	D = 5%	E = -5%	F = -4%	G = ?	H = -1%	I = 41%

> OC(c1ccc2c(c1)OCO2)c1ncc(-c2ccccc2)[nH]1 (stereo not drawn)
  A = 13	B = 2%	C = 0%	D = 0%	E = 3%	F = 30%[activator]	G = nt	H = 3%	I = nt

> CC1CCN(C(=O)CCC(=O)Nc2nnc(C(F)(F)F)s2)CC1
  A = 33	B = 12%	C = -5%	D = 4%	E = ?	F = nt	G = -1%	H = -7%	I = -1%

> COC(=O)[C@H](CCSC)NC(=O)Nc1ccc(OC)cc1OC
  A = 0	B = 1%	C = 2%	D = -7%	E = 2%	F = 1%	G = 4%	H = 4%	I = -1%

> CCOc1ccc(C2C(C#N)=C(N)Oc3cc(C)oc(=O)c32)cc1 (stereo not drawn)
  A = -18	B = 2%	C = 7%	D = 1%	E = -2%	F = -28%	G = 1%	H = 2%	I = -6%

> Cc1c(Cl)cccc1NC(=O)C1Cc2ccccc2CN1C(=O)c1ccccc1 (stereo not drawn)
  A = -19	B = -11%	C = 3%	D = 0%	E = -18%	F = 20%	G = ?	H = -1%	I = 10%

> COc1ccc(S(=O)(=O)NC(C)C(=O)N2CCCCCC2)cc1 (stereo not drawn)
  A = 22	B = 16%	C = 2%	D = -6%	E = 0%	F = 9%	G = -13%	H = 24%	I = -4%

> O=C(COc1ccc(C(=O)c2ccccc2)cc1)Nc1cccnc1
  A = -18	B = ?	C = -26%	D = ?	E = ?	F = ?	G = 15%	H = -26%	I = -20%

> CCN(CC(=O)Nc1ccc(NC(C)=O)cc1)C(=O)/C=C/c1ccccc1
  A = -3	B = -1%	C = 11%	D = 9%	E = -15%	F = 1%	G = 0%	H = 1%	I = -3%

> CCOC(=O)C(NC(=O)c1ccccc1)=C(C)C
  A = 26	B = 5%	C = -5%[57.1 µM]	D = -5%	E = 4%	F = 5%	G = 3%	H = -5%[9.24 µM]	I = 1%

> Cc1nn(C(C)(C)C)c(OC(=O)c2ccc(Br)o2)c1Sc1ccccc1
  A = 15	B = -2%	C = -6%	D = 2%	E = -2%	F = -16%	G = ?	H = -5%	I = 7%

> Cc1c(C(=O)NCc2ccccn2)sc2nc(-c3ccc(F)cc3)cn12
  A = -6	B = -4%	C = -5%	D = ?	E = -11%	F = nt	G = ?	H = ?	I = -23%

> Cc1cccc(N2CCN(C(=O)CCn3c(=O)[nH]c4ccsc4c3=O)CC2C)c1 (stereo not drawn)
  A = 4	B = -15%	C = 2%	D = 0%	E = -2%	F = -23%	G = 12%	H = -29%	I = 0%

> CCN(CC)c1nc(-c2ccccc2)cc(C(F)(F)F)c1C#N
  A = 54	B = 4%	C = -32%[57.1 µM]	D = 0%	E = -4%	F = 0%	G = ?	H = 5%	I = ?

> Cc1ccc(C)c(OCCC(=O)Nc2cccc(S(=O)(=O)N3CCCCC3)c2)c1
  A = ?	B = 0%	C = -15%	D = -15%	E = 15µM*	F = -8%	G = 13%	H = 9%	I = -1%

> N#Cc1ccc(/C=N/N=C(N)N)cc1
  A = 2	B = -10%	C = 9%	D = 14%	E = 1%	F = -7%	G = -5%	H = -7%	I = -2%

> C/C(=N\NC(=O)Cn1nc(C)c([N+](=O)[O-])c1C)c1ccc(Cl)s1
  A = 2	B = 4%	C = 2%	D = -16%	E = ?	F = 4%	G = 22%	H = 10%	I = -1%

> CN1CCN(NC(=S)NC2CCCC2)CC1
  A = 2	B = 9%	C = -1%	D = 15%	E = ?	F = 8%	G = 1%	H = 2%	I = -12%

Assay outcomes deposited in PubChem by National Center for Advancing Translational Sciences (NCATS).
